GPR35 antagonists – inhibition of zaprinast-stimulated GPR35 beta-arrestin translocation – imaging, U2OS, beta-arrestin-GFP, zaprinast agonist, primary screen (AID 2058); inhibition, % at 10 µM; hits with a dose series show IC50 in µM; U2OS GPR35 beta-arrestin-GFP translocation imaging, zaprinast antagonism; higher % means a stronger effect; actives 0.052% (n = 290,000);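 active = inhibition of at least 50% with at least 30 cells and total cytoplasm GFP at most 10,000,000; inconclusive = under 30 cells or total GFP of 10,000,000 plus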
Autophagy HCS – autophagy modulation, high-content screen; AID 463193; MEF GFP-LC3 puncta imaging; test concentration mostly 10 µM; actives 0.98% (n = 190,000); calls only at 10 µM (by protocol);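 active = percentage of spot-positive cells more than 3 SD above its plate mean, without a fluorescence outlier flag or 80% toxicity; inconclusive = no clear call, values can overlap the other calls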;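 note: spot-positive cell cutoff set from DMSO-treated cells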
AID2073 – disruptors of CaV2.2 binding to Mint1 – biochemical, HTRF (AID 2073) | HTRF protein-protein interaction, Mint1-CaV2.2; higher % means a stronger effect | one-dose inhibition, % at 20 µM; IC50 in µM for titrated hits | actives 0.19% (n = 290,000); in the data active = inhibition mostly above about 51%, no sharp cut-off; inconclusive = no clear call, values can overlap the other calls; inactive = mostly below about 53%; note: some results filed as inactive read as strong as hits
NTR1 agonist – NTR1-driven beta-arrestin-GFP spot formation – imaging, U2OS cells, high content, primary screen (AID 493036) | P30989 | agonist mode | activation, % at 20 µM | actives 0.17% (n = 330,000);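 active = activation at or above 40% of the spot to cytoplasm intensity ratio, with at least 20 cells analyzed; inconclusive = wells under 20 cells, flagged as cytotoxic or low count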;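 note: 0% = DMSO without peptide and 100% = 100 nM NTR1 peptide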
Target sequence (P30989 whole entry, looked up): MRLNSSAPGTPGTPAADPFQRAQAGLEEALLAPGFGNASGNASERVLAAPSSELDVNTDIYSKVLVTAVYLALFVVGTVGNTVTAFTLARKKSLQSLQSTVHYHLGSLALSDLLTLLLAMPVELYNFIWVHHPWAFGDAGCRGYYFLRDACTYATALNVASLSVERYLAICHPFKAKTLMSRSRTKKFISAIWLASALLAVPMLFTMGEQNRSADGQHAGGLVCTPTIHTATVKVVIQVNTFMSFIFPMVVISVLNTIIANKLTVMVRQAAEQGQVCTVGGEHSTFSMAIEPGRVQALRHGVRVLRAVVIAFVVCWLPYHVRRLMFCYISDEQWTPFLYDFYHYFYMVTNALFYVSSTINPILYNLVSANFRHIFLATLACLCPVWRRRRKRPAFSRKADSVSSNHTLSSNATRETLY
WT yeast gro inh – growth inhibition of WT yeast, mitochondrial fusion screen; AID 1362; inhibition, % at 10 µM; actives 2.1% (n = 190,000); mitochondrial fusion phenotypic screen, WT strain; in the data active = inhibition above about 58%; tested in S. cerevisiae
NS5 inhibitors – Dengue-2 NS5 methyltransferase inhibitors, primary screen, biochemical, confirmation dose response (AID 588689). actives 0.3% (n = 340,000). Dengue-2 NS5 methyltransferase capping enzyme assay, biochemical; higher % means a stronger effect. one-dose inhibition, % at 25 µM; IC50 in µM for titrated hits; in the data active = a potency from the dose series; inconclusive = inhibition above about 29% without an active follow-up result
RSV antiviral HEp-2 – RSV antiviral activity via CPE protection, HEp-2 cells, primary 10 µM value included (AID 2391); HEp-2 cells, RSV-induced CPE inhibition; higher % means a stronger effect; CPE inhibition, % at 10 µM; hits with a dose series show IC50 in µM; actives 0.13% (n = 310,000); in the data active = a potency from the dose series; inconclusive = CPE inhibition mostly from about 23% at the one dose, without a potency; inactive = the rest, 99 in 100 with CPE inhibition below about 21%; note: strong numbers were not always called active
LYP phosphatase – PTPN22 lymphoid phosphatase activity blockers – biochemical, fluorescence intensity, uHTS (AID 1779). recombinant LYP phosphatase, fluorescence intensity; higher % means a stronger effect. one-dose inhibition, % at 11.5 µM; IC50 in µM for titrated hits. actives 0.054% (n = 290,000); in the data active = inhibition above about 50%;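 note: plate controls were vehicle with enzyme for no effect and no enzyme for full effect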
K1F lysis inhibition – inhibition of K1F phage lysis, E. coli UTI89, bacterial capsule biogenesis inhibitors, alamar blue (AID 488966) | E. coli UTI89 K1F phage lysis, alamar blue, 2 h; higher % means a stronger effect | one-dose inhibition, % at 100 µM; IC50 in µM for titrated hits | actives 0.02% (n = 340,000);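 active = phage lysis inhibition, versus mean bacterial control, above a set limit; inconclusive = no clear call, values can overlap the other calls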;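 note: capsule biogenesis inhibitors block K1F phage lysis so surviving cells raise fluorescence; higher fluorescence means more inhibition of phage lysis; actives were called in the ten point dose series up to 300 µM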
WT yeast gro inh mutant strain – also measured in WT yeast gro inh; calls as there; inhibition, %; mitochondrial fusion phenotypic screen, mutant strain inhibition
Autophagy HCS cell loss 18 h – further read-out of Autophagy HCS, marked with its call; toxicity, %; measured here: cell loss, nuclei count;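 cell loss after 18 h compound exposure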
NTR1 agonist cell count 20 µM – second read-out of NTR1 agonist, no call of its own (marks repeat the call); cell count; measured here: cell count, cytotoxicity flag
NS5 inhibitors pilot replicate – second read-out of NS5 inhibitors, no call of its own (marks repeat the call); inhibition, %; measured here: pilot screen replicate inhibition
* marks the source's active call; other numbers are inactive results; i = inactive; ? = inconclusive; nt = not tested or not shown; + = active, no number; [ ] = another dose, or the depositor's remark.

SMILES	GPR35 antagonists	Autophagy HCS	Autophagy HCS cell loss 18 h	AID2073	NTR1 agonist	NTR1 agonist cell count 20 µM	WT yeast gro inh	WT yeast gro inh mutant strain	NS5 inhibitors	RSV antiviral HEp-2	LYP phosphatase	K1F lysis inhibition	others
CC(/C=N/NC(=O)c1ccncc1)=C\c1ccc(C(C)C)cc1	2%	i	5	-14%	11	93	7	10	1%	2.8%	-12%	8.8%
O=C(c1cccc(S(=O)(=O)Nc2ccc(F)cc2)c1)N1CCOCC1	nt	nt	nt	nt	0.0	55	nt	nt	1%	-0.5%	nt	0.6%[50 µM]
COc1ccc(C2C(C(C)=O)=C(O)C(=O)N2c2ccc(C)cc2)cc1 (centres undefined)	1%	nt	nt	12%	1.0	45	nt	nt	-5%	14%	-2%	1.8%
COc1cc(NC(=O)C2CC(c3ccccc3O)=NO2)c(OC)cc1Cl (centres undefined)	-3%	nt	nt	2%	3.3	72	nt	nt	5%	0.9%	-5%	1.4%
CCOC(=O)C(=CNc1ccc(-c2ccco2)c(Cl)c1)C(=O)OCC	-2%	nt	nt	34%	12	50	nt	nt	-19%	5.5%	3%	1.4%
C/C(CC(=O)NC(C)c1ccccc1)=N\NC(N)=S (centres undefined)	-11%	nt	nt	-13%	0.5	43	nt	nt	-7%	1.8%	-4%	0.0%
COc1ccc(C(C(=O)NCC2CCCO2)N(C(=O)CNC(=O)c2cccs2)c2ccc(C)cc2)cc1OC (centres undefined)	12%	i	1	0%	1.2	66	-9	-11	1%	-0.2%	-14%	0.4%
Cc1cc(C)cc(NC(=O)CSc2nnc(Cc3cccn3C)n2-c2ccc(F)cc2)c1	1%	nt	nt	-5%	0.5	64	9	-7	-11%	-1.4%	6%	5.9%
COc1ccc(NC(=O)c2cc3n(n2)C(C(F)(F)F)CC(c2ccc4c(c2)OCO4)N3)cc1OC (centres undefined)	-22%	i	-2	3%	3.9	79	68*	50*	-8%	8.8%	0%	11%
O=C(Nc1ccc2[nH]ncc2c1)c1ccccc1	8%	nt	nt	11%	-0.1	69	nt	nt	-8%	0.1%	-6%	0.5%
Cc1sc2nc(SCC(=O)N3CCCC3)[nH]c(=O)c2c1C	3%	i	-9	-2%	0.4	84	9	-2	1%	0.9%	2%	0.1%
CCN(CCNC(=O)Nc1ccc(Cl)cc1)c1ccccc1	3%	+	-6.6*	-7%	2.9	48	41	31	-7%	5.7%	-7%	-0.2%
O=C(c1c(Cl)nc2sccn12)N1CCN(c2cccc(Cl)c2)CC1	20%	i	42	-7%	0.7	40	12	16	5%	6.1%	-8%	0.4%
COCCNC(=S)N1CCC(c2nc(-c3ccc(N(C)C)cc3)no2)CC1	2%	i	-21	-12%	-0.7	90	8	7	16%	20%	-5%	0.0%
O=C(Nc1ccc2c(c1)CCC2)c1ncoc1-c1ccccc1F	1%	nt	nt	0%	0.3	61	nt	nt	2%	nt	-11%	-0.8%

Brought forward from above: two compounds, then new ones.
SMILES	GPR35 antagonists	Autophagy HCS	Autophagy HCS cell loss 18 h	AID2073	NTR1 agonist	NTR1 agonist cell count 20 µM	WT yeast gro inh	WT yeast gro inh mutant strain	NS5 inhibitors	RSV antiviral HEp-2	LYP phosphatase	K1F lysis inhibition	others
COCCNC(=S)N1CCC(c2nc(-c3ccc(N(C)C)cc3)no2)CC1	2%	i	-21	-12%	-0.7	90	8	7	16%	20%	-5%	0.0%
O=C(Nc1ccc2c(c1)CCC2)c1ncoc1-c1ccccc1F	1%	nt	nt	0%	0.3	61	nt	nt	2%	nt	-11%	-0.8%
COc1ccccc1N1C(=O)c2ccccc2NC1c1ccncc1 (centres undefined)	-4%	i	5	4%	1.5	24	-2	-7	2%	1.8%	0%	-1.0%[50 µM]
Cc1ccc(Cl)cc1N1CCN(CC(=O)Nc2ccc(CN3CCCCC3)cc2)CC1	7%	+	-17*	3%	7.2	33	45	23	-5%	-2.4%	0%	2.2%
Cc1cc(N)n(-c2ccc(C)c(C)c2)n1	3%	i	15	-6%	-2.1	75	0	4	nt	2.2%	-7%	2.5%
Cc1cc(S(=O)(=O)N2c3ccc(F)cc3CCC2C)ccc1-n1cnnn1 (centres undefined)	3%	nt	nt	-2%	1.2	51	nt	nt	-4%	15%	-5%	0.0%
COc1ccc2[nH]c(C)c(C(=O)CN3CCOCC3)c2c1	6%	i	-6	9%	-1.0	47	-2	4	nt	-0.1%	-9%	0.4%
CC1(C)CC(=O)C=C(C(=O)N2CCCC(C(=O)c3cccc(Cl)c3)C2)O1 (centres undefined)	8%	i	3	-10%	-0.1	50	16	3	-3%	-0.3%	-5%	0.4%
COC(=O)c1c(NC(=O)C2CCCCC2)sc2c1CC(C)(C)NC2(C)C	7%	nt	nt	-26%	3.0	55	nt	nt	0%	-1.3%	-7%	0.1%
O=c1[nH]c(=O)n([C@H]2C[C@H](O)[C@@H](CO)O2)cc1Br	nt	nt	nt	nt	-1.5	43	nt	nt	-1%	4.2%	nt	3.8%
O=C(CN1CC(=O)Oc2ccccc21)NCc1ccco1	5%	nt	nt	3%	0.4	50	-12	-6	1%	1.0%	-9%	1.3%
COc1ccc(C(CNC(=O)c2cccc3cccnc23)N(C)C)cc1 (centres undefined)	-4%	nt	nt	-2%	2.8	43	nt	nt	-5%	-0.1%	-10%	0.2%
COc1ccccc1OCCSc1nnnn1-c1ccc(C)cc1	10%	i	6	8%	-2.2	91	20	18	2%	0.4%	-4%	0.2%
Cc1cc(C)cc(N(CC(=O)NCc2ccc3c(c2)OCO3)C(=O)CCC(=O)Nc2ccccn2)c1	21%	i	-1	-1%	1.0	65	-10	-3	-7%	1.1%	-4%	0.3%
Cc1nnc2c(N3CCN(CCO)CC3)nc3ccccc3n12	3%	nt	nt	4%	-0.7	54	nt	nt	-3%	-2.2%	-11%	0.0%	NS5 inhibitors pilot replicate=-1.5
OCCCCCN=c1cc(-c2ccccc2)oc2ccc(Cl)cc12	2%	i	33	-8%	-0.6	40	3	8	-1%	nt	-6%	-0.1%
CC(C)NC(=O)NNc1c(Cl)cncc1Cl	-8%	nt	nt	-2%	1.8	46	nt	nt	nt	2.7%	-6%	nt
CN1CCCN(S(=O)(=O)c2ccc(O)c(C(=O)O)c2)CC1	-9%	nt	nt	9%	0.5	81	nt	nt	-3%	2.3%	-8%	0.1%
COc1cc(C)c(-c2cc(C(=O)O)c(C)o2)cc1C(C)C	10%	i	-4	7%	2.2	42	-19	15	9%	1.3%	5%	0.0%
O=C(CCOc1ccccc1)Nc1nnc(-c2ccc3c(c2)OCCO3)o1	14%	i	4	19%	-1.3	55	12	15	-5%	0.3%	-2%	0.0%
Cc1cc2ccccc2n1CCNC(=O)COc1ccc2ccccc2c1	2%	i	19	5%	-4.1	51	25	15	-3%	26%	1%	2.0%
Cc1ccc(C23CC4CC(CC(C(=O)OCC(=O)N(C)C)(C4)C2)C3)cc1	-1%	nt	nt	5%	0.9	100	nt	nt	-10%	4.7%	-2%	-0.3%
CCN(c1ccc(C)cc1C)S(=O)(=O)c1nnc(NC(=O)C(C)(C)C)s1	-13%	nt	nt	8%	-0.1	43	nt	nt	4%	?	-3%	-0.2%
Cc1noc(C)c1COc1cccc(C(=O)Nc2ccccc2N2CCOCC2)c1	15%	i	-7	13%	-1.4	65	15	-5	8%	1.4%	3%	-0.1%
O=CN1CCN(C2CC(=O)N(c3ccc(Br)cc3)C2=O)CC1 (centres undefined)	4%	i	-3	2%	0.6	68	-9	13	-3%	-0.2%	-5%	0.0%
CCOC(=O)c1cc(C(=O)OCC)c(=O)[nH]c1N1CCCC1	-5%	i	17	23%	2.8	92	-8	-1	-3%	1.1%	2%	0.8%
Cc1cc(=O)[nH]c(N2CCN(Cc3ccccc3)CC2)n1	-11%	i	5	-4%	2.6	61	7	14	-2%	-0.7%	-3%	5.6%
Clc1ccc(Cn2nnc3ccccc32)cc1	-11%	nt	nt	14%	0.6	61	nt	nt	-2%	1.5%	-8%	-0.5%
O=C(Nc1cccc(S(=O)(=O)NC2=NCCC2)c1)c1c(F)cccc1Cl	nt	nt	nt	nt	-1.1	57	nt	nt	-2%	-1.2%	nt	-0.9%
O=c1c2ccccc2nc2n1CCCCC2	13%	i	9	2%	0.3	54	-30	-10	0%	0.4%	-12%	0.8%
CCCCN(C(=O)CCCSc1nc2ccccc2[nH]1)c1c(N)n(Cc2ccccc2)c(=O)[nH]c1=O	-12%	nt	nt	3%	1.6	54	nt	nt	4%	1.4%	-6%	0.0%
CCCCc1ccc(-c2nc(-c3ccncc3)no2)cc1	14%	i	-4	-2%	2.9	62	15	21	nt	1.7%	-4%	0.1%
CCNC(=O)c1cnn(-c2ccccc2)c1-c1ccccc1	13%	nt	nt	2%	0.6	73	nt	nt	-1%	0.4%	-9%	0.3%
C#Cc1cccc(NC(=O)CSc2nnc(-c3ccc(C(F)(F)F)cn3)o2)c1	-3%	nt	nt	28%	-0.4	47	nt	nt	1%	0.5%	-1%	0.1%
Cc1ccccc1NC(=O)c1cccc2c1C(=O)N(C1CCCCC1)C2	-3%	nt	nt	5%	3.1	54	nt	nt	-10%	0.9%	-6%	0.4%
CC(=O)Nc1cccc(NC(=O)c2cc(-c3ccccn3)nc3ccc(Cl)cc23)c1	-5%	nt	nt	14%	0.5	50	nt	nt	4%	3.9%	-2%	0.4%[50 µM]
O=C(Nc1nnc(SCc2ccccc2Cl)s1)C1COc2ccccc2O1 (centres undefined)	8%	i	-33	-3%	0.8	76	60*	21*	-1%	19%	6%	0.2%
COc1cccc(N2CCN(C(=O)c3nc4nc(C)cc(C)n4n3)CC2)c1	4%	i	3	-6%	-0.6	47	9	-5	1%	-1.6%	2%	-0.3%
O=C(CCCc1ccccc1)NCc1ccccc1	0%	i	0	2%	1.1	38	-1	-8	nt	-1.6%	-5%	nt
O=C(CCc1ccccc1)NNC(=O)c1ccc(Cl)cc1	-12%	nt	nt	-2%	-0.3	68	nt	nt	8%	1.3%	-6%	1.2%
CCOc1ccc(NC(=O)C(C)NC(=O)c2ccccc2Cl)cc1S(=O)(=O)N1CCCC1 (centres undefined)	nt	nt	nt	nt	-2.4	57	nt	nt	2%	0.2%	nt	0.6%[50 µM]
CC1CC(NS(=O)(=O)c2cccs2)CC(C)(C)C1 (centres undefined)	-8%	i	2	1%	0.3	52	9	1	-4%	3.7%	1%	1.2%[50 µM]
O=C(COC(=O)c1ccccc1NC(=O)C1CC1)c1ccc2c(c1)OCCO2	-3%	i	8	-5%	1.8	65	8	-9	nt	1.2%	4%	nt

Bioassay records: PubChem, several laboratories
